Source: PubChem BioAssay
Growth percent in the NCI-60 one-dose screen (48 h, 10 µM unless noted): 100 = growth as untreated, 0 = no growth, -100 = all killed.
HT29: HT29 colon cancer. hit rate 7.4% among 81,000
SF-268: SF-268 CNS cancer cells; AID 1794759; hit rate 3.1% among 82,000
SNB-19: SNB-19 CNS cancer cells; hit rate 2.5% among 81,000; AID 1794751
HCC-2998: HCC-2998 colon cancer; hit rate 4.7% among 79,000; AID 1794799
SW-620: SW-620 colon cancer; hit rate 5.2% among 82,000; AID 1794795
SNB-75: SNB-75 CNS cancer; hit rate 5% among 79,000
KM12: KM12 colon cancer cells. AID 1794800. hit rate 5% among 82,000
SF-539: SF-539 CNS cancer; hit rate 6.8% among 81,000
SF-295: SF-295 CNS cancer cells. hit rate 5.6% among 79,000
* marks the source's active call; other numbers are inactive results; . = not tested or not shown; & = joins results of further samples; [ ] = remark or other dose. The calls were made as follows: active = growth percent below 10; inactive = the rest. Rows are unselected; about 11% have a hit in one of these screens.

The first 2 compounds, ahead of the listing:
nr	Molecule	HT29	SF-268	SNB-19	HCC-2998	SW-620
1	COc1cccc(/C=C2/C[C@]3(C)[C@H]4CC[C@@H]5[C@@H](C(=O)/C=C/c6cccc(OC)c6)CC[C@@]5(C)[C@]4(C)CC[C@H]3C(C)(C)C2=O)c1	98.2	99.3	94.4	100.8	97.2
2	CC1(C)OC(=O)C(=Cc2cccc(Br)c2)C(=O)O1	92.9	102.2	104.8	113.2	101.9

nr	SNB-75	KM12	SF-539	SF-295
1	90.2	97.9	99.8	99.2
2	94.4	111.1	107.6	102.0

This part in full, from the start:
nr	Molecule	HT29	SF-268	SNB-19	HCC-2998	SW-620
1	COc1cccc(/C=C2/C[C@]3(C)[C@H]4CC[C@@H]5[C@@H](C(=O)/C=C/c6cccc(OC)c6)CC[C@@]5(C)[C@]4(C)CC[C@H]3C(C)(C)C2=O)c1	98.2	99.3	94.4	100.8	97.2
2	CC1(C)OC(=O)C(=Cc2cccc(Br)c2)C(=O)O1	92.9	102.2	104.8	113.2	101.9
3	C=CC(CO)OCC(CC)CC (configuration not stated)	101.9	113.0	.	105.6	111.4
4	NC(=O)N/N=C/c1ccc([N+](=O)[O-])s1	108.5	95.7	97.3	104.3	105.2
5	COc1ccc(Nc2nc(N)n(Cc3cccc(Br)c3)n2)cc1	31.9	16.0	18.6	-13.1*	18.3
6	CSc1cc(SC)nc(N)n1	104.7	108.1	105.9	107.7	104.8
7	Cc1nn(-c2ccccc2)c2c1-c1ccccc1CO2	104.0	99.0	97.8	112.1	98.7
8	CC1=CC(=O)N(c2cccc3c(N4C(=O)C=C(C)C4=O)cccc23)C1=O	18.0	106.0	102.2	105.0	14.3

nr	SNB-75	KM12	SF-539	SF-295
1	90.2	97.9	99.8	99.2
2	94.4	111.1	107.6	102.0
3	76.8	113.2	100.8	112.7
4	83.0	95.0	99.5	104.4
5	11.7	1.7*	-3.1*	4.4*
6	100.9	109.0	118.7	98.8
7	89.3	93.9	102.5	98.0
8	74.1	106.0	32.7	120.6

Next part
nr	Molecule	HT29	SF-268	SNB-19	HCC-2998	SW-620
9	O=C1CN2CCC1C/C2=C\c1ccnc2c(Cl)cccc12 (configuration not stated)	105.8	100.6	98.2	101.9	101.4
10	O=C(O)c1cn(C2CC2)c2cc(N3CCN(C(=O)N/N=C/c4ccco4)CC3)c(F)cc2c1=O	102.9	97.8	95.1	110.9	103.8
11	COc1cc2cc(Sc3ccc(NC(=O)c4ccc(Cl)c(Cl)c4)cc3)c(C)nc2cc1OC	102.6	83.0	88.0	107.8	93.4
12	Cc1ccc(Nc2ccc(Nc3ccc(C)cc3S(=O)(=O)O)c3c2C(=O)c2ccccc2C3=O)c(S(=O)(=O)O)c1	98.4	102.5	107.5	112.0	92.0
13	Cc1ccc(S(=O)(=O)OCCCCCCOS(=O)(=O)c2ccc(C)cc2)cc1	88.0	87.0	93.8	102.9	94.4
14	Brc1ccc(C2CC(c3cccc(Nc4ccncc4)c3)=NN2c2ccccc2)cc1 (configuration not stated)	4.6*	102.6	94.3	19.2	-33.1*
15	CC(C)C(C(=O)CCN1CCCCC1)c1ccc(Cl)cc1 (configuration not stated)	99.4	96.9	104.5	113.8	115.7
16	O=C(CSc1nc2ccccc2c(=O)n1-c1ccc(Cl)cc1)Nc1ccc(-c2nc3ccc([N+](=O)[O-])cc3[nH]2)cc1	36.4	38.4	48.7	12.1	64.2

nr	SNB-75	KM12	SF-539	SF-295
9	85.5	100.8	109.7	91.2
10	106.6	100.7	93.6	101.2
11	75.4	88.3	86.9	89.9
12	85.3	96.7	102.4	101.0
13	99.8	102.6	97.6	87.8
14	79.6	46.9	84.4	89.0
15	86.8	106.1	109.0	100.4
16	34.4	43.0	28.6	23.7

Next section
nr	Molecule	HT29	SF-268	SNB-19	HCC-2998	SW-620
17	COC(=O)/C=C\SC(=S)C1CCCC1=N (configuration not stated)	110.4	101.0	103.7	109.4	117.4
18	O=C(Nc1ccc2c(c1)sc(=O)n2Cc1ccc(Br)cc1)c1ccc(Nc2ccc(Cl)nn2)cc1	78.2	79.1	85.0	89.2	94.8
19	CN(C)c1ccc(C(=O)C(O)c2ccccc2)cc1 (configuration not stated)	97.1&118.9	97.1&101.7	100.7&116.5	99.0&115.5	102.0&111.1
20	O=C1C=CC(=O)c2c1nc1n2CCCC1	35.5	83.5	63.9	57.6	62.3
21	O=C(O)c1cn(C2CC2)c2cc(N3CCN(CN4C(=O)c5ccccc5C4=O)CC3)c(F)cc2c1=O	109.8	100.8	102.2	113.2	101.8
22	Cc1ccc(Nc2cc(C)nc(NCCCNc3ccnc4cc(Cl)ccc34)n2)cc1	-87.2*	-85.0*	-24.9*	-86.3*	-84.3*
23	COc1ccc(-c2cc(=O)c3c(C)cc(O)cc3o2)cc1OC	100.3	89.3	75.0	.	99.8
24	COc1cccc2cc(-c3cc4ccccc4[nH]3)/c(=N\NC(=O)c3ccc(Cl)cc3)oc12	67.0	32.9	47.4	69.0	38.3

nr	SNB-75	KM12	SF-539	SF-295
17	110.1	105.7	105.4	.
18	75.5	81.7	60.2	58.5
19	100.1&88.0	100.8&111.7	97.1&100.9	98.3&82.6
20	130.5	75.0	74.9	95.8
21	93.6	107.7	110.9	101.9
22	-98.5*	-49.8*	-96.9*	-85.6*
23	58.3	91.3	69.0	98.4
24	.	28.2	33.1	43.2

Additional compounds
nr	Molecule	HT29	SF-268	SNB-19	HCC-2998	SW-620
25	CCOC(=O)/C=C/c1ccc(OC(C)=O)cc1	99.5	95.0	103.7	95.7	109.9
26	O=C(Cn1cc(CN2C(=O)c3ccccc3S2(=O)=O)nn1)Nc1ccc(Cl)cn1	99.7	95.9	93.5	101.3	100.4
27	CC(C)=CCCC(C)c1ccc(C)c2c1OCN(CC1CCNCC1)C2 (configuration not stated)	-68.5*	93.0	78.2	-82.1*	28.0
28	CN1C(=O)N(C)C2C1NN=c1s/c(=C\c3ccco3)c(=O)n12 (configuration not stated)	103.0	97.7	96.0	108.9	93.3
29	CC(C)(C)c1ccc(C2=NN(c3ccc(S(C)(=O)=O)cc3)C(=O)CC2)cc1	94.3	97.3	100.3	100.3	97.4
30	O=C(Cc1ccccc1)NCO	102.2	94.9	105.7	90.5	98.2
31	CCCCN(CC)CCCCCCCCCCN1CCCc2cc(OC)ccc21	19.2	49.7	.	-26.0*	22.7
32	CCOC(=O)CC1CSC(N/N=C/c2cc(OC)c(OC)c(OC)c2)=N1 (configuration not stated)	95.2	97.8	96.5	108.3	97.1

nr	SNB-75	KM12	SF-539	SF-295
25	114.8	100.3	113.0	107.5
26	86.8	94.6	100.9	97.7
27	89.3	38.4	76.9	98.7
28	.	81.2	101.9	94.3
29	104.4	88.0	106.6	106.0
30	97.8	104.8	95.4	101.0
31	93.2	-1.9*	93.1	43.5
32	102.8	99.1	104.5	98.7

Next compounds:
nr	Molecule	HT29	SF-268	SNB-19	HCC-2998	SW-620
33	C=CCn1c(SCC(=O)c2ccc(Br)cc2)nnc1-c1c[nH]c2ccccc12	104.2	101.9	100.3	104.5	110.2
34	N#CCCc1c(O)ccc2ccccc12	104.8	102.6	107.6	120.8	110.6
35	CCNc1nc2ccccc2c2c(=O)c3cc(F)cc(Cl)c3sc12	94.6	106.5	95.4	103.9	100.4
36	COc1cc(C2C(C(=O)OCc3ccccc3)=C(C)Nc3nc4ccccc4n32)cc(OC)c1OC (configuration not stated)	37.3	15.1	20.4	27.8	31.4
37	O=C(O)c1cc(S(=O)(=O)Cl)cc(S(=O)(=O)Cl)c1	106.2	110.3	111.9	103.6	100.5
38	CCOC(=O)c1sc(NCC(=O)Nc2cccc([N+](=O)[O-])c2)c(C(=O)OCC)c1C	-42.7*	-25.0*	-7.0*	.	2.5*
39	Cc1c(O)cnc2nn(-c3ccccc3)c(=N)n12	96.3	112.9	98.5	98.4	102.2
40	Cc1nn(C(=O)c2ccc([N+](=O)[O-])cc2)c2c1nnc1ncccc12	102.7	97.4	95.2	104.2	101.7

nr	SNB-75	KM12	SF-539	SF-295
33	106.1	102.5	91.8	93.2
34	95.6	118.5	124.4	123.1
35	79.5	104.7	96.7	99.2
36	-38.3*	38.0	-44.5*	3.4*
37	107.3	109.9	104.5	93.2
38	-37.6*	-9.0*	-35.1*	-77.5*
39	76.4	95.8	99.6	99.1
40	92.7	106.2	99.7	105.2

A section from further up, as a working copy:
nr	Molecule	HT29	SF-268	SNB-19	HCC-2998	SW-620
33	C=CCn1c(SCC(=O)c2ccc(Br)cc2)nnc1-c1c[nH]c2ccccc12	104.2	101.9	100.3	104.5	110.2
34	N#CCCc1c(O)ccc2ccccc12	104.8	102.6	107.6	120.8	110.6

nr	SNB-75	KM12	SF-539	SF-295
33	106.1	102.5	91.8	93.2
34	95.6	118.5	124.4	123.1

More records
nr	Molecule	HT29	SF-268	SNB-19	HCC-2998	SW-620
41	COC(=O)Cc1cc(O)cc2oc(-c3cc(Cl)cc(OC)c3OC)cc(=O)c12	108.2	108.7	106.3	111.8	113.6
42	CSc1nc(N(C)C)c2[nH]c(Cl)nc2n1	98.4	101.2	103.9	108.7	104.7
43	CN1C(=O)/C(=C\c2c(Cl)cccc2Cl)c2ccccc21	84.5	87.2	80.0	80.4	66.3
44	COc1ccc(/C=C/C(=O)C(CC2CCC2)C(=O)/C=C/c2ccc(OC)c(OC)c2)cc1OC	-51.1*	2.3*	-13.1*	-80.6*	-26.3*
45	Cc1ccc(Nc2cc(C)nc(N)n2)cc1	91.1	91.8	108.8	101.6	110.5
46	CCN(CC)CCCC(C)Nc1nc(C)cc(COC)n1 (configuration not stated)	108.0	101.6	104.7	103.4	99.7
47	COC(=O)CCC(=O)NCCc1c[nH]c2ccccc12	103.7	103.1	98.7	106.3	103.9
48	CC(NC(=O)c1ccc2ccccc2n1)C(=O)O (configuration not stated)	105.4	106.0	93.6	110.7	.

nr	SNB-75	KM12	SF-539	SF-295
41	102.3	108.9	98.5	.
42	95.8	101.0	95.9	100.2
43	61.3	62.3	87.1	86.3
44	64.7	-33.5*	-38.2*	-16.6*
45	90.3	97.7	107.0	102.9
46	87.3	106.5	98.9	99.0
47	99.0	105.8	94.5	107.7
48	99.1	103.5	93.4	97.2

Going on with the list:
nr	Molecule	HT29	SF-268	SNB-19	HCC-2998	SW-620
49	COc1ccc(-c2coc3ccc4ccccc4c3c2=O)cc1OC	88.4	135.0	92.5	.	110.5
50	CCOc1ccccc1NC(N)=S	97.4	94.6	97.1	96.7	106.6
51	CN(C)COC(=S)SC(=O)Oc1ccc(Cl)cc1	85.6	105.1	97.1	104.5	98.2
52	Cc1ccc(N=Nc2c(N)nn3cc(-c4nc5ccccc5s4)c(N)nc23)cc1	103.8	100.0	95.8	102.7	105.4
53	COc1cc(-c2nc(C(=O)Nc3ccc(Cl)cc3)nn2-c2ccc(F)c(F)c2)cc(OC)c1OC	89.0	80.2	86.8	102.0	100.2
54	CS(=O)(=O)Nc1ccc(C(=O)CC2(O)C(=O)Nc3ccc(F)cc32)cc1 (configuration not stated)	107.8	110.3	101.0	101.6	101.4
55	N#C/C(=C\c1ccc([N+](=O)[O-])cc1)c1ccccc1	79.2	95.3	94.4	101.9	101.0
56	C#CCOc1ccc2ncnc(NCc3cccc(NC(=O)CCl)c3)c2c1	19.9[8.25 µM]	41.9[8.25 µM]	37.8[8.25 µM]	99.7[8.25 µM]	19.9[8.25 µM]
57	OCc1ccccc1C(c1ccc(O)cc1)c1ccc(O)cc1	93.4	95.1	109.7	108.5	102.9
58	CCCCCCCCC(CO)CCCCCC (configuration not stated)	100.5	114.1	98.0	106.6	107.1
59	O=c1n(Cc2ccc(Cn3cnn(-c4ccccc4)c3=O)cc2)cnn1-c1ccccc1	114.3	97.6	95.8	114.6	93.3

nr	SNB-75	KM12	SF-539	SF-295
49	127.4	123.7	96.9	121.6
50	84.6	104.8	102.7	114.8
51	104.2	106.1	.	99.5
52	80.8	101.4	99.4	104.1
53	53.7	98.9	96.6	94.0
54	87.7	106.9	99.2	103.6
55	86.4	98.6	102.3	97.1
56	55.7[8.25 µM]	59.7[8.25 µM]	49.5[8.25 µM]	93.9[8.25 µM]
57	97.8	97.4	104.8	99.0
58	78.2	119.7	98.1	.
59	75.3	91.1	92.3	94.9
